Bioassay records from PubChem.
ARNT-TACC3 inh = disruptors of human ARNT/TACC3 interaction | Q9Y6A5 | inhibition, % at 9.99 µM | AlphaScreen His-ARNT PAS-B/GST-TACC3 binding, luminescence; TACC3 fragment carries E629A point mutation | 390,000 compounds, 0.66% hits | AID 623870;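 active = mean inhibition of replicates at least 50% and at least half of replicates each reaching 50%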;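 also: 0% = complete ARNT plus TACC3 wells and 100% = ARNT alone without TACC3; many hits fall short of the cut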
CFTR F508del cor = correctors of CFTR F508del function in bronchial epithelial cells; CFBE cells, YFP halide quenching; stimulated with forskolin plus potentiator P3; % fluorescence drop versus neutral controls; activity (quench increase), % at 7.58 µM; 350,000 compounds, 0.36% hits; AID 720511;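 active = mean added fluorescence quench of at least 8% versus neutral control, with both replicates also reaching 8%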;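 also: cells transiently co-express mutant CFTR-F508del with the halide-sensitive YFP; corrector assay measuring rescue of mutant channel to the surface after 24 h compound exposure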
INS-1E GSIS act = GLuc luminescence reporter in INS-1E cells, primary screen for activators of glucose-dependent secretion of insulin; activation, % at 16.6 µM; INS-1E GLuc reporter insulin secretion, 2-3 h; 370,000 compounds, 0.61% hits;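 active = lowest replicate activation of at least 40%, so every replicate reaches that level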;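 also: 0% = median of neutral control wells and 100% = median of IBMX positive control wells; some compounds called inactive have numbers as strong as hits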
ERp5 inh = blocks human ERp5 reductase activity on insulin | inhibition, % at 9.99 µM | 350,000 compounds, 0.05% hits | ERp5 insulin aggregation, absorbance 650 nm, 90 min | AID 651711;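 active = mean replicate inhibition above about 25%, with every replicate also reaching it, limit read from the data, passing the limit was not always enough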
Target sequence (Q15084 whole entry, looked up): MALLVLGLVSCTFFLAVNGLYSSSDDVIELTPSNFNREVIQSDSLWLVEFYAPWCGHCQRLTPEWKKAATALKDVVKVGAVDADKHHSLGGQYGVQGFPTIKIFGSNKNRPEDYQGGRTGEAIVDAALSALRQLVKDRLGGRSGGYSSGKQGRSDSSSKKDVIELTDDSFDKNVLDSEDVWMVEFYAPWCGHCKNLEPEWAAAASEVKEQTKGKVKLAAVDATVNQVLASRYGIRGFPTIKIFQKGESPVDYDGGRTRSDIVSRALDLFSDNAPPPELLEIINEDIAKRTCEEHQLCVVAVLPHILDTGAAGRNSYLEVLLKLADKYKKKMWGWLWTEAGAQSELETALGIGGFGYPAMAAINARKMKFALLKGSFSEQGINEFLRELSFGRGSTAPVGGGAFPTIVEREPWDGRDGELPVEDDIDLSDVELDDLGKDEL
XiGFP reactiv = activators of X-chromosome reactivation in mouse fibroblasts. XiGFP mouse fibroblasts, % GFP-positive cells imaging, 3 d; cells co-treated with 5-aza-dC sensitizer; scaled so ellipticine positive control = 100%. activation, % at 7.58 µM. 360,000 compounds, 0.055% hits. AID 743238;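 active = mean normalized replicate activation at least 10% and every replicate at or above 10%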;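 also: 0% = median of on-plate neutral control wells and 100% = ellipticine 6 µM median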
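Material: XiGFP fibroblasts, SV40-immortalized; Buffer or medium: DMEM containing 5-aza-dC; Compound dosing: single point; Times: 3 days compound exposure.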
PAX8 reporter = inhibitors of PAX8 transcriptional activity in RMG-I cells | 360,000 compounds, 1.2% hits | RMG-I TPO-luciferase reporter, SteadyGlo, 24 h | inhibition, % at 12.6 µM;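 active = mean replicate inhibition at least 60% with every replicate also reaching 60%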;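 also: luciferase light reporting Pax8 driven TPO promoter activity; plate controls were median of neutral control wells for no effect and mitoxantrone controls for full effect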
EWS-Fli block = EWS/Fli transcriptional activity inhibition; A673 NR0B1-luciferase reporter, viability-normalised; inhibition, % at 12.6 µM; 350,000 compounds, 0.67% hits;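 active = mean inhibition of at least 50% after viability correction, with every replicate also passing that limit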;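 also: firefly luciferase signal divided by Alamar Blue viability fluorescence both relative to DMSO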
DENV2 CPE = protects cells from dengue virus 2 cytopathic effect; 350,000 compounds, 1.7% hits; DENV2-infected cells, cytopathic effect rescue, plate reader; CPE inhibition, % at 9.99 µM; in the data active = CPE inhibition above about 20%, passing the limit was not always enough; tested in BHK-21 cells;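 also: 0% = median of neutral control wells and 100% = median of positive control wells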
Starred values were filed as active, the others as inactive; . = no result given. This is a random part of the collection; 4.2% or so of the library scored in one or more.

(1) Cc1cc2nnc(SCC(=O)N3CCCCCC3)n2c(N)n1
(2) CC(CC(=O)NCCc1ccc(F)cc1)c1ccccc1 (stereo not drawn)
(3) CCc1ccc(NC(=O)Cn2nc(C(=O)O)c3ccccc3c2=O)cc1
(4) CCOC(=O)c1sc(S(C)=O)c2c1CCc1conc1-2 (stereo not drawn)
(5) O=C1Nc2ccccc2N=C(c2ccccc2)C1N(C(=O)c1ccnc2ccccc12)c1ccccc1 (stereo not drawn)
(6) C[C@@H]1CN([C@H](C)CO)S(=O)(=O)c2ccc(C#CCC3CCCC3)cc2O[C@H]1CN(C)C(=O)CN(C)C
(7) O=C1CSC(c2ccccc2)N1CCc1ccccc1 (stereo not drawn)
(8) CC1CC2(C)C(=CC1=O)CCC1C2C(O)CC2(C)C1CCC2(O)C(=O)CO (stereo not drawn)

Screen / compound no.	1	2	3	4	5	6	7	8
INS-1E GSIS act	17	3	18	3	-31	-32	.	.
DENV2 CPE	1	-2	10	-6	1	-2	-1	-8
CFTR F508del cor	-2.9	2.8	-1.5	2.6	4.3	-1.6	-1.6	3.7
ARNT-TACC3 inh	-1	-3	0	.	.	5	-2	-10
ERp5 inh	-1	-1	-1	3	1	1	-1	2
XiGFP reactiv	-0.1	0.1	0.1	0.0	0.1	-0.3	0.0	0.1
EWS-Fli block	-4	-21	2	2	-2	10	5	-5
PAX8 reporter	-5	7	7	4	23	9	39	14

(9) COc1ccc(N2CCN(C(=O)COC(=O)/C=C/c3ccc(OC(F)F)cc3)CC2)cc1
(10) CCCCOc1ccc(C(=O)CCN2CCOCC2)cc1
(11) CCOc1ccc(-c2ccc(SCC(=O)Nc3nnc(CC)s3)nn2)cc1
(12) O=C(CSc1n[nH]c(-c2ccncc2)n1)Nc1ccc(Cl)c(C(=O)O)c1
(13) CC=Cc1ccc2n(c1=O)C[C@H]1[C@H](CO)[C@@H](C(=O)NCC(F)(F)F)N(CC3CC3)[C@@H]21 (mixture of isomers)
(14) CC(C)Cn1c(N)c(C=O)c(=O)[nH]c1=O
(15) Cc1noc(C)c1COc1cccc(C(=O)Nc2ccccc2N2CCOCC2)c1
(16) O=C(N[C@H](C(=O)N1CCC[C@H]1C(=O)NCCc1ccccc1Cl)C1CCCCC1)c1ccc(Cl)c(Cl)c1

Screen / compound no.	9	10	11	12	13	14	15	16
INS-1E GSIS act	-11	-11	10	22	5	3	-1	-10
DENV2 CPE	10	-2	-4	2	1	-1	13	2
CFTR F508del cor	-2.6	1.5	-0.8	-4.1	-0.6	-1.2	3.2	-1.5
ARNT-TACC3 inh	.	-4	.	6	0	0	-12	.
ERp5 inh	3	14	1	3	9	3	4	6
XiGFP reactiv	0.1	0.1	0.3	0.2	0.3	-0.3	0.0	-0.1
EWS-Fli block	-1	-9	-14	-9	0	5	-6	0
PAX8 reporter	-7	69*	-66	-14	2	-10	-11	50

An excerpt of these results, with each value named:
15) Cc1noc(C)c1COc1cccc(C(=O)Nc2ccccc2N2CCOCC2)c1
  INS-1E GSIS act: -1	DENV2 CPE: 13	CFTR F508del cor: 3.2	ARNT-TACC3 inh: -12	ERp5 inh: 4	XiGFP reactiv: 0.0	EWS-Fli block: -6	PAX8 reporter: -11

16) O=C(N[C@H](C(=O)N1CCC[C@H]1C(=O)NCCc1ccccc1Cl)C1CCCCC1)c1ccc(Cl)c(Cl)c1
  INS-1E GSIS act: -10	DENV2 CPE: 2	CFTR F508del cor: -1.5	ARNT-TACC3 inh: .	ERp5 inh: 6	XiGFP reactiv: -0.1	EWS-Fli block: 0	PAX8 reporter: 50

(cont.)
(17) CN(C)CC(=O)N[C@@H]1CC[C@@H](CCNC(=O)C2CC2)O[C@@H]1CO
(18) CNC[C@H]1Oc2ccc(NC(=O)Nc3ccccc3)cc2C(=O)N([C@H](C)CO)C[C@@H]1C
(19) COc1ccc(Cc2nnc(NS(=O)(=O)c3ccc(Cl)cc3)s2)cc1OC
(20) COc1ccc(C(=O)C2CCN(CC(=O)Nc3ccccc3F)CC2)cc1
(21) COc1ccc(C(N)=S)c(OC)c1
(22) Oc1cccc2ccc[n+](CC(O)Cn3c4ccccc4c4ccccc43)c12 (stereo not drawn)
(23) O=C(OCC(=O)N1CCCC1)c1cccc(Br)c1
(24) C=CCC1(C#N)C(SC)=NC2=C(C(=O)CC(C)(C)C2)C1c1ccc(Br)cc1 (stereo not drawn)

Screen / compound no.	17	18	19	20	21	22	23	24
INS-1E GSIS act	15	28	38	-13	-20	-6	10	-30
DENV2 CPE	7	7	-1	6	.	.	-8	.
CFTR F508del cor	0.4	-0.6	.	1.2	-7.1	.	-1.6	.
ARNT-TACC3 inh	.	8	-1	1	1	-5	-3	6
ERp5 inh	3	-6	3	-1	0	.	-1	.
XiGFP reactiv	-0.1	-1.3	0.0	0.3	0.0	-0.1	0.2	-0.1
EWS-Fli block	-2	.	-16	-1	-7	.	2	.
PAX8 reporter	.	-9	9	-1	12	5	-48	-7

(25) COc1cc(Cl)c(C)cc1Nc1ncccn1
(26) Clc1nc(Cl)c2ncn(-c3ccccc3)c2n1
(27) CCOc1ccc(C(C)=O)cc1COC(=O)CNC(=O)C12CC3CC(CC(C3)C1)C2
(28) Cc1noc(C)c1NC(=O)Nc1ccc2c(c1)C(=O)N([C@H](C)CO)C[C@H](C)[C@@H](CN(C)C(=O)Nc1ccccc1)OCCCC[C@@H](C)O2
(29) C[C@@H]1CN([C@@H](C)CO)C(=O)c2cc(NC(=O)Nc3ccc(C(F)(F)F)cc3)ccc2O[C@H]1CN(C)Cc1ccc(Oc2ccccc2)cc1
(30) CCOc1ncccc1C(=O)NCCc1c[nH]c2ccccc12

Screen / compound no.	25	26	27	28	29	30
INS-1E GSIS act	2	0	-34	10	-37	-1
DENV2 CPE	1	-2	-1	0	6	10
CFTR F508del cor	-1.1	2.4	-0.7	-3.0	1.3	1.5
ARNT-TACC3 inh	4	2	1	-8	3	30
ERp5 inh	2	0	0	-2	-9	4
XiGFP reactiv	-0.1	0.2	0.2	0.1	0.3	0.0
EWS-Fli block	-33	-65	6	-9	-2	8
PAX8 reporter	-11	-35	24	-2	.	-9

Entries shown so far that contain a halogen:
(2) CC(CC(=O)NCCc1ccc(F)cc1)c1ccccc1 (stereo not drawn)
(9) COc1ccc(N2CCN(C(=O)COC(=O)/C=C/c3ccc(OC(F)F)cc3)CC2)cc1
(12) O=C(CSc1n[nH]c(-c2ccncc2)n1)Nc1ccc(Cl)c(C(=O)O)c1
(13) CC=Cc1ccc2n(c1=O)C[C@H]1[C@H](CO)[C@@H](C(=O)NCC(F)(F)F)N(CC3CC3)[C@@H]21 (mixture of isomers)
(16) O=C(N[C@H](C(=O)N1CCC[C@H]1C(=O)NCCc1ccccc1Cl)C1CCCCC1)c1ccc(Cl)c(Cl)c1
(19) COc1ccc(Cc2nnc(NS(=O)(=O)c3ccc(Cl)cc3)s2)cc1OC
(20) COc1ccc(C(=O)C2CCN(CC(=O)Nc3ccccc3F)CC2)cc1
(23) O=C(OCC(=O)N1CCCC1)c1cccc(Br)c1
(24) C=CCC1(C#N)C(SC)=NC2=C(C(=O)CC(C)(C)C2)C1c1ccc(Br)cc1 (stereo not drawn)
(25) COc1cc(Cl)c(C)cc1Nc1ncccn1

Screen / compound no.	2	9	12	13	16	19	20	23	24	25
INS-1E GSIS act	3	-11	22	5	-10	38	-13	10	-30	2
DENV2 CPE	-2	10	2	1	2	-1	6	-8	.	1
CFTR F508del cor	2.8	-2.6	-4.1	-0.6	-1.5	.	1.2	-1.6	.	-1.1
ARNT-TACC3 inh	-3	.	6	0	.	-1	1	-3	6	4
ERp5 inh	-1	3	3	9	6	3	-1	-1	.	2
XiGFP reactiv	0.1	0.1	0.2	0.3	-0.1	0.0	0.3	0.2	-0.1	-0.1
EWS-Fli block	-21	-1	-9	0	0	-16	-1	2	.	-33
PAX8 reporter	7	-7	-14	2	50	9	-1	-48	-7	-11

(26) Clc1nc(Cl)c2ncn(-c3ccccc3)c2n1
(29) C[C@@H]1CN([C@@H](C)CO)C(=O)c2cc(NC(=O)Nc3ccc(C(F)(F)F)cc3)ccc2O[C@H]1CN(C)Cc1ccc(Oc2ccccc2)cc1

Screen / compound no.	26	29
INS-1E GSIS act	0	-37
DENV2 CPE	-2	6
CFTR F508del cor	2.4	1.3
ARNT-TACC3 inh	2	3
ERp5 inh	0	-9
XiGFP reactiv	0.2	0.3
EWS-Fli block	-65	-2
PAX8 reporter	-35	.
